Screening results: PubChem BioAssay, several laboratories
NTR1 agonist: agonists of NTR1, primary screen, imaging, U2OS cells, beta-arrestin-GFP, high content (AID 493036); Neurotensin receptor type 1 (Homo sapiens), P30989; NTR1-U2OS beta-arrestin-GFP spot imaging, agonist mode; activation, % at 20 µM; 330,000 compounds, 0.17% hits;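 active = activation at or above 40% of the spot to cytoplasm intensity ratio, with at least 20 cells analyzed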;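 note: 0% = DMSO without peptide and 100% = 100 nM NTR1 peptide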
Target sequence (P30989 whole entry, looked up): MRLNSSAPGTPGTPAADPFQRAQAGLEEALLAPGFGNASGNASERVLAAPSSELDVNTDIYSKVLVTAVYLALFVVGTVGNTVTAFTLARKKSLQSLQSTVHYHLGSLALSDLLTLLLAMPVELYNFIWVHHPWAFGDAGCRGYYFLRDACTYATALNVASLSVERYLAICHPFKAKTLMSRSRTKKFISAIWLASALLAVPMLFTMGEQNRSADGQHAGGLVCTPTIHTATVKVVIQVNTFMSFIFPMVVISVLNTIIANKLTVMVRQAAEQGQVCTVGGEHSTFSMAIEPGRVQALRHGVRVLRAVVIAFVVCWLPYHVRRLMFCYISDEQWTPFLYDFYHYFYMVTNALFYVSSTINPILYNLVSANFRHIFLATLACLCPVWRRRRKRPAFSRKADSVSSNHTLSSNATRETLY
T cell modulator: modulators of CD8 T cell-vesicle binding, primary screen, mouse 2C CD8+ T cells, flow cytometry. 2C CD8+ T cell-vesicle binding; hits give low values. calls only at 7 µM. 330,000 compounds, 0.068% hits;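 active = response, share of CD8 T cells binding vesicles, and their 90th percentile fluorescence all below set limits, cut at about 80% in these data, passing the limit was not always enough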
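Benchmarks: naked versus QL9-loaded vesicles / Assay system: purified 2C TCR transgenic mouse naive CD8+ T cells / Technique: high-throughput flow cytometry with anti-B7-1 and anti-CD8 staining / Timing: Cell–vesicle co-incubation 1.5 h at 37 °C, staining 20 min on ice / Read-out: percent CD8+ FL2 mean versus row control / Probe or stimulus: QL9-loaded Drosophila micro-vesicles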
Salmonella PhoP GFP: inhibitors of PhoP regulon expression, primary screen, Salmonella Typhimurium, GFP reporter (AID 1863). S. Typhimurium PhoP-regulated promoter GFP reporter, 4 h; higher % means a stronger effect. 300,000 compounds, 0.16% hits. one-dose inhibition, % at 50 µM; IC50 in µM for titrated hits;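 active = inhibition over 29.93%, a cutoff 3 SD above the screen mean, later confirmed by dose response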;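 note: 0% = low Mg2+ inducing control and 100% = high Mg2+ repressing control; strong numbers were not always called active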
T cell modulator vesicle-bound %: second read-out of T cell modulator, no call of its own (marks repeat the call); double positive events, %; measured here: CD8+ vesicle-bound cell fraction;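 binding gate set so that unloaded-vesicle control wells show 10% double positive cells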
NTR1 agonist cell count 20 µM: recorded beside NTR1 agonist, whose call it bears; cell count; measured here: cell count, cytotoxicity flag
Numbers without * were called inactive; i = inactive. These rows are one share of the data (hit frequency here may not be typical).

The line under a structure holds: NTR1 agonist cell count 20 µM	NTR1 agonist	T cell modulator vesicle-bound %	T cell modulator	Salmonella PhoP GFP
> Cc1ccc2nc(SCC(=O)N3CCC(Cc4ccccc4)CC3)nc(=O)n2c1
 : 64	1.4	11.9	i	5.8%
> CC(COc1ccc(/C=C/c2ccccc2)cc1)[N+](C)(C)C (stereo not drawn)
 : 59	-2.0	54.7	i	-2.5%
> COc1ccccc1-c1ccc(SCC(=O)NC2CCCC2)nn1
 : 60	0.1	45.3	i	3.7%
> CN(Cc1ccccc1)C(=O)COC(=O)c1ccc(=O)n(Cc2ccccc2)n1
 : 61	-0.8	44.6	i	-6.0%
> CCOc1ccccc1N1CC(C(=O)N(Cc2nnc(-c3ccccc3Cl)o2)C2CC2)CC1=O (stereo not drawn)
 : 52	-0.5	22.9	i	-2.8%
> Cc1ccc(S(=O)(=O)N2CCCCC2)cc1C(=O)N(CCc1ccccc1)Cc1ccccc1
 : 50	0.3	16.7	i	4.7%
> CC1Sc2ccc(C(=O)N3CCCC(C(F)(F)F)C3)cc2NC1=O (stereo not drawn)
 : 61	-0.7	23.9	i	0.0%
> CCc1cccc2sc(N3CCN(C(=O)c4ccc([N+](=O)[O-])o4)CC3)nc12
 : 60	8.9	11.7	i	15.0%
> N[C@@H](CCC(=O)N[C@@H](CSN=O)C(=O)NCC(=O)O)C(=O)O
 : 56	1.0	38.9	i	-9.3%
> COC(=O)[C@@]12CCCCN1[C@H](c1ccc(-c3cccc(Cl)c3)cc1)[C@H]1C(=O)N(C)C(=O)[C@H]12
 : 96	-3.8	21.8	i	0.5%
> Cc1ccc(S(=O)(=O)CCC(=O)N(CCCN2CCOCC2)c2nc3ccccc3s2)cc1
 : 49	6.9	24.4	i	14.6%
> COc1ccc(NC(=O)CN(C)C(=O)c2cccc3ccccc23)cc1
 : 56	-1.1	19.7	i	3.6%
> COc1ccc(-c2ccc(=O)n(CC(=O)NCC3COCCO3)n2)cc1 (stereo not drawn)
 : 47	-0.5	16.3	i	-6.9%
> CC(C)Cn1c(N)c(C(=O)CSc2nccn2C)c(=O)n(C)c1=O
 : 51	0.8	30.8	i	-4.1%
> O=c1[nH]c2cc(C(F)(F)F)ccc2n1-c1cc(C(F)(F)F)ccc1O
 : 62	1.2	17.0	i	1.4%
> Cc1ccc(C)c(NC(=O)CN(C)C(=O)c2ccc(-c3ccc(Cl)cc3)o2)c1
 : 49	4.5	22.7	i	-5.0%
> O=C(OCC(=O)N1CCC(Cc2ccccc2)CC1)c1ccccc1NCCO
 : 63	1.3	47.5	i	-6.5%
> Cc1ccc2c(CC(=O)NCC(=O)Nc3c(C)cccc3C)coc2c1
 : 54	-1.3	33.7	i	-8.0%
> CC(=O)Nc1ccc(S(=O)(=O)NCCC(=O)NNC(=O)c2ccncc2)cc1
 : 54	-0.3	48.3	i	6.9%
> O=C(NCCC1=CCCCC1)C1CCN(S(=O)(=O)c2ccccc2C(F)(F)F)CC1
 : 72	0.1	28.2	i	5.6%
> CC(NC(=O)c1cc2c(cc1Cl)N1CCCCCC1=NS2(=O)=O)c1ccc(S(N)(=O)=O)cc1 (stereo not drawn)
 : 60	-1.3	44.6	i	-0.1%
> Cc1ccc(CNC(=O)CCn2cc(-c3ccc(C)cc3)nc2CCN)cc1
 : 63	0.3	15.5	i	13.0%
> O=C(c1ccc(F)cc1)N1CCC(C(=O)N2CCN(S(=O)(=O)c3cccc([N+](=O)[O-])c3)CC2)CC1
 : 71	0.1	35.6	i	-5.5%
> Cc1nn(C)c(C)c1NS(=O)(=O)c1ccc(Cl)cc1
 : 50	-1.1	51.1	i	-5.3%
> CC(OC(=O)c1ccc(Cl)nc1)C(=O)Nc1ccc(S(=O)(=O)N2CCCC2)cc1 (stereo not drawn)
 : 66	-0.1	37.7	i	-4.6%
> Cc1ccc(C(=O)OCC(=O)Nc2cc(C(C)(C)C)nn2-c2ccccc2)c(O)c1
 : 63	4.7	57.2	i	-0.6%
> CN(CC(=O)Nc1ccc(Cl)cc1)C(=O)c1cc(-c2cccs2)nn1-c1ccccc1
 : 61	4.4	62.8	i	-3.8%
> O=C(NCc1nnnn1-c1ccc(F)c(F)c1)c1ccc2c(c1)OCO2
 : 54	-1.5	45.7	i	6.0%
> CCCCn1c(N)c(N(CCOC)C(=O)c2ccc(NC3CC3)c([N+](=O)[O-])c2)c(=O)[nH]c1=O
 : 50	0.1	35.4	i	7.5%
> Cc1cc(NC(=O)CSC2=NS(=O)(=O)c3ccccc3N2)no1
 : 64	0.5	43.0	i	3.4%

Results in NTR1 agonist and T cell modulator (5 entries from above):
smiles	NTR1 agonist	T cell modulator
Cc1ccc(C)c(NC(=O)CN(C)C(=O)c2ccc(-c3ccc(Cl)cc3)o2)c1	4.5	i
O=C(OCC(=O)N1CCC(Cc2ccccc2)CC1)c1ccccc1NCCO	1.3	i
Cc1ccc2c(CC(=O)NCC(=O)Nc3c(C)cccc3C)coc2c1	-1.3	i
CC(=O)Nc1ccc(S(=O)(=O)NCCC(=O)NNC(=O)c2ccncc2)cc1	-0.3	i
O=C(NCCC1=CCCCC1)C1CCN(S(=O)(=O)c2ccccc2C(F)(F)F)CC1	0.1	i

(listing goes on)
The line under a structure holds: NTR1 agonist cell count 20 µM	NTR1 agonist	T cell modulator vesicle-bound %	T cell modulator	Salmonella PhoP GFP
> Cc1ccc(S(=O)(=O)c2cc(Nc3ccccc3)ccc2O)cc1
 : 91	3.2	10.7	i	8.5%
> CCCN(C(=O)c1cccc(S(=O)(=O)N2CCN(Cc3ccccc3)CC2)c1)C1CCS(=O)(=O)C1 (stereo not drawn)
 : 67	-0.8	17.6	i	6.6%
> COc1ccccc1C(=O)COC(=O)CCNS(=O)(=O)c1ccc(C)c(C)c1
 : 62	2.1	19.5	i	1.1%
> N#Cc1ccccc1NC(=O)C(=O)NCC1CCCN1S(=O)(=O)c1cccs1 (stereo not drawn)
 : 56	-0.1	37.6	i	2.7%
> CCCN(CC(=O)Nc1ccccc1C)C(=O)CCNC(=O)c1ccccc1Cl
 : 50	1.1	19.2	i	3.4%
> Nc1ccnc(=O)[nH]1
 : 59	-1.9	40.0	i	-5.4%
> CCCCOc1ccc(C(=O)NCC(=O)NCCOc2ccccc2)cc1
 : 60	3.0	48.3	i	6.3%
> Cc1ccc(S(=O)(=O)N2CCC(C(=O)Nc3ccc(S(=O)(=O)N4CCCC4)cc3)CC2)cc1C
 : 75	1.7	22.2	i	0.5%
> Cc1ccsc1CNCc1cc(Cl)ccc1O
 : 84	-3.6	33.4	i	-1.5%
> CCCN(Cc1nnc(-c2ccccc2Cl)o1)C(=O)c1ccc(C)c(S(=O)(=O)N2CCOCC2)c1
 : 44	1.2	29.9	i	-5.9%
> Cc1ccccc1-c1nnn(CC(=O)N(C)CC(=O)Nc2ccccc2C(F)(F)F)n1
 : 38	0.8	30.2	i	4.5%
> COc1ccccc1OCCNC(=O)CNC(=O)c1ccc(Cl)c(Cl)c1
 : 51	-0.4	26.3	i	-1.4%
> CCCOc1ccc(C(=O)Nc2ccc(S(=O)(=O)NC3=NCCCCC3)cc2)cc1
 : 63	0.2	42.8	i	2.3%
> CCOc1ccc(NC(=O)CN(C)C(=O)CC2OC(=O)c3ccccc32)cc1OCC (stereo not drawn)
 : 56	-0.6	26.1	i	-4.5%
> Cc1cnc(C(=O)OCC(=O)Nc2cc(-c3cc(C)c(C)cc3C)nn2-c2ccccc2)cn1
 : 75	0.2	52.8	i	3.4%
> CC(Sc1ncnc2sc(-c3ccccc3)cc12)C(=O)NCC1CCCO1 (stereo not drawn)
 : 46	0.8	20.4	i	-0.3%
> COCCN(C(=O)c1cc(-c2ccncc2)nc2ccccc12)c1c(N)n(CC(C)C)c(=O)[nH]c1=O
 : 78	-0.3	34.6	i	-3.3%
> COc1cccc(NC(=O)CN(C)C(=O)c2ccc3c(c2)S(=O)(=O)N=C2CCCCCN23)c1
 : 57	-1.7	53.8	i	6.2%
> NC(=O)c1cc([N+](=O)[O-])ccc1NCc1ccccn1
 : 92	1.6	50.3	i	-7.6%
> CN1CCN(S(=O)(=O)c2cccc(C(=O)N(Cc3nnc(-c4ccc(Cl)cc4)o3)C3CC3)c2)CC1
 : 47	-1.0	45.6	i	5.1%
> CC(=O)Nc1ccc(NC(=O)C(C)OC(=O)CCCN2C(=O)c3cccc4cccc(c34)C2=O)cc1 (stereo not drawn)
 : 67	1.0	19.9	i	3.2%
> CCc1cccc2sc(N(CCCN3CCOCC3)C(=O)CS(=O)(=O)c3ccccc3)nc12
 : 73	3.5	54.4	i	-4.8%
> O=C(OCC(=O)N1CCN(S(=O)(=O)c2ccc(Cl)cc2)CC1)c1cccc(OC(F)F)c1
 : 51	1.5	41.2	i	-4.9%
> CC(=O)CC[C@@H](C)O[C@@H]1OC(C)[C@H](O)CC1O (stereo partly drawn)
 : 99	-0.3	33.4	i	-7.0%
> O=C(COC(=O)Cc1ccc(F)cc1)NC(=O)c1ccccc1
 : 60	-1.3	41.6	i	0.9%
> COc1ccc(CCN2CC(C(=O)OCC(=O)Nc3c(C)nn(-c4ccccc4)c3C)CC2=O)cc1OC (stereo not drawn)
 : 74	0.0	28.3	i	1.9%
> CCc1noc(C)c1C(=O)Nc1cccc(S(=O)(=O)N2CCCCCC2)c1
 : 65	0.4	55.1	i	-3.5%
> Cc1ccc(S(=O)(=O)N2[C@@H](c3ccccc3)C(C(=O)O)=CC[C@H]2c2cccs2)cc1
 : 97	-0.8	33.8	i	2.1%
> CN(C(=O)C1CCCO1)C1CCS(=O)(=O)C1 (stereo not drawn)
 : 53	0.1	27.4	i	-1.6%
> CC(=O)N1CCN(S(=O)(=O)c2cccc(C(=O)N(Cc3ccccc3)c3cccc(C)c3)c2)CC1
 : 72	0.4	18.2	i	0.0%

Next part, overlapping the part above by 2 compounds.
The line under a structure holds: NTR1 agonist cell count 20 µM	NTR1 agonist	T cell modulator vesicle-bound %	T cell modulator	Salmonella PhoP GFP
> CN(C(=O)C1CCCO1)C1CCS(=O)(=O)C1 (stereo not drawn)
 : 53	0.1	27.4	i	-1.6%
> CC(=O)N1CCN(S(=O)(=O)c2cccc(C(=O)N(Cc3ccccc3)c3cccc(C)c3)c2)CC1
 : 72	0.4	18.2	i	0.0%
> Cc1onc(-c2ccccc2Cl)c1C(=O)OCC(=O)N1CCN(c2ccccc2)CC1
 : 53	-0.3	54.3	i	-4.2%
> Cc1cc2occ(CC(=O)N(C)CC(=O)Nc3c(C)cccc3C)c2cc1C
 : 79	0.8	45.4	i	-8.5%
> COCCN(C(=O)COC(=O)c1c(NC(C)=O)sc(C)c1C)c1c(N)n(Cc2ccccc2)c(=O)[nH]c1=O
 : 74	0.9	30.9	i	-1.4%
> CC(Oc1ccc(F)cc1)C(=O)Nc1ccccc1C(=O)NC1CC1 (stereo not drawn)
 : 71	0.3	50.1	i	-8.4%
> COc1ccccc1C(=O)NC(=O)COC(=O)CN1C(=O)NC2(CCCCC2C)C1=O (stereo not drawn)
 : 67	0.7	23.0	i	2.0%
> Cc1ccc(OCC(=O)OCc2nc3scc(-c4ccccc4)c3c(=O)[nH]2)cc1C
 : 57	-0.2	13.4	i	-8.1%
> O[Si](CCCN1CCCCC1)(c1ccc(F)cc1)C1CCCCC1 (stereo not drawn)
 : 47	4.0	21.0	i	-4.0%
> O=C(OC1CCCCC1=O)c1cccc(S(=O)(=O)N2CCCCC2)c1 (stereo not drawn)
 : 49	-0.1	36.9	i	-4.3%
> CCC1CCc2sc(C(=O)OCC(=O)N(CCOC)c3c(N)n(Cc4ccccc4)c(=O)[nH]c3=O)cc2C1 (stereo not drawn)
 : 60	4.7	43.9	i	6.5%
> COc1ccc(OC)c(N=C2SCCCN2C(=O)c2ccc(N3C(=O)CCC3=O)cc2)c1
 : 62	-0.2	35.0	i	-4.1%
> COc1ccc(N2CCN(S(=O)(=O)CCNC(=O)/C=C/c3ccccc3)CC2)cc1
 : 60	0.2	39.5	i	1.8%
> Cc1ccc(C(CNC(=O)C(=O)Nc2ccc3c(c2)OCCO3)N2CCN(C)CC2)cc1 (stereo not drawn)
 : 48	-0.7	35.0	i	-4.7%
> CN(C(=O)c1ccc(S(=O)(=O)N2CCOCC2)cc1)C1CCS(=O)(=O)C1 (stereo not drawn)
 : 65	0.3	51.0	i	4.2%
> CCN1CCN(c2ccc(S(=O)(=O)N3CCCCC3)cc2NC(=O)c2cccc(F)c2)CC1
 : 45	-0.5	17.7	i	2.5%
> CC12CCC(=O)N1C(C(=O)NCc1ccccc1Cl)CS2 (stereo not drawn)
 : 51	-0.7	17.9	i	4.5%
> COc1ccccc1C(=O)NCCC(=O)NCC(c1ccccc1OC)N1CCCC1 (stereo not drawn)
 : 80	-0.3	18.4	i	-5.3%
> O=C(CSc1nc2[nH]ncc2c(=O)[nH]1)Nc1ccccc1F
 : 55	0.3	47.7	i	0.6%
> CCC(C)c1ccccc1NC(=O)C(C)OC(=O)c1ccco1 (stereo not drawn)
 : 73	-0.6	29.4	i	5.5%
> COc1ccc(S(=O)(=O)N2CCOC23CCN(S(=O)(=O)c2cc(F)ccc2F)CC3)cc1
 : 44	1.2	31.5	i	-3.2%
